High-throughput results from PubChem BioAssay.
NOD2-RIPK2 inh: NOD2-RIPK2 binding disruptors in cells, primary screen, fluorescence, CHO cells, BLA complementation; Receptor-interacting serine/threonine-protein kinase 2 (Homo sapiens), O43353; CCF4 ratio; inhibition, % at 4.98 µM; 360,000 tested, 0.38% active; AID 624267, 2012; in the data active = inhibition above about 21%;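 note: 0% = vehicle only and 100% = reference blocker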
Target sequence (O43353 whole entry, looked up): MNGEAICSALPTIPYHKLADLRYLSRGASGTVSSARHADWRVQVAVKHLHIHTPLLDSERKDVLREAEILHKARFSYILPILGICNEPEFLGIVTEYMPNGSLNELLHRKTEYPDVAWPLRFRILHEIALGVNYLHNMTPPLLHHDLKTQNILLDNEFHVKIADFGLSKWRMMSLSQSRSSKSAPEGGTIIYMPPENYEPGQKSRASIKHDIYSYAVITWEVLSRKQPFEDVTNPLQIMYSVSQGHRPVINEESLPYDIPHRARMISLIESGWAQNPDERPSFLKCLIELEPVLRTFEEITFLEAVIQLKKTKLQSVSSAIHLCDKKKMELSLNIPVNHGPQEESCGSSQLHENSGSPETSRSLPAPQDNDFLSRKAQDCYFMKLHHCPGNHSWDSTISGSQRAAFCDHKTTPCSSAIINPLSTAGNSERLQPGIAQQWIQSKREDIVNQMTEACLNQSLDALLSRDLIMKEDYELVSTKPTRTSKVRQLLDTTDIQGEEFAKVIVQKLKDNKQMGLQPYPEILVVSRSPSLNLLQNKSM
NCOA3 inh: SRC3 coactivator transcriptional activity inhibitors, primary screen, cell-based, luminescence | 360,000 tested, 0.17% active | HEK293 GAL4-SRC3 luciferase reporter | Nuclear receptor coactivator 3 (Homo sapiens), Q9Y6Q9 | inhibition, % at 3.6 µM;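 active = inhibition above a per-campaign cutoff, the mean of all compounds plus 3 SD, cut at about 60% in these data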;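 note: 0% = DMSO-treated cells and 100% = gossypol-treated cells at 36 µM; higher means less SRC3-driven luciferase light from the GAL4 reporter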
TLR9-MyD88 inh: inhibitors of TLR9-MyD88 association in cells, primary screen, cell-based, CHO, BLA complementation, fluorescence. Toll-like receptor 9 (Homo sapiens) + Myeloid differentiation primary response protein …. CCF4 FRET ratio. inhibition, % at 4.98 µM. 340,000 tested, 0.21% active. AID 504734, 2011;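 active = inhibition above the mean over all tested compounds plus 3 SD, cut at about 21% in these data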;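 note: 0% = DMSO only wells and 100% = clavulanate BLA inhibitor control wells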
NR2F2 inh: NR2F2 transcriptional activity inhibitors, primary screen, cell-based, luciferase reporter, HEK293T, luminescence; COUP transcription factor 2 (Homo sapiens), P24468; AID 686940, 2013; HEK293T NGFI-A luciferase reporter; 370,000 tested, 0.7% active; inhibition, % at 8.6 µM;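 active = inhibition above a per-plate cutoff, mean inhibition of test wells between control levels plus 3 SD, cut at about 38% in these data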;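 note: cells cotransfected with COUP-TFII expression vector driving the NGFI-A reporter; 0% = median of COUP-TF2 test wells and 100% = reporter-only cells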
EBV LMP1 NFkB: EBV LMP1-driven NF-kappaB luciferase reporter inhibitors, primary screen, cell-based, luminescence, single point | AID 504558, 2011 | LMP1-induced NF-kappaB luciferase reporter cells | inhibition, % at 12.5 µM | 350,000 tested, 0.69% active; in the data active = inhibition above about 41%;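 note: 0% = neutral control wells and 100% = reference inhibitor control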
Vif inh: HIV Vif self-association inhibitors, primary screen, imaging, HEK293T, single point. HEK293T cells, Vif self-association by quenched fluorescence, 24 h. inhibition, % at 7.49 µM. 340,000 tested, 0.35% active; in the data active = inhibition above about 50%, passing the limit was not always enough; note: some results filed as inactive read as strong as hits
NCOA1 inh: SRC1 coactivator transcriptional activity inhibitors, primary screen, cell-based, luminescence; HEK293 GAL4-SRC1 luciferase reporter; 360,000 tested, 0.12% active; inhibition, % at 3.6 µM; Nuclear receptor coactivator 1 (Homo sapiens), Q15788; AID 588354, 2011;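 active = inhibition above the campaign mean plus 3 SD, with each screening campaign given its own cutoff, cut at about 60% in these data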;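 note: 0% = DMSO treated cells and 100% = gossypol at 36 µM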
SRC2 inh: inhibition of GAL4-SRC2 driven luciferase reporter, primary screen, SRC2 inhibitor project, cell-based, luminescence; AID 651957, 2012; HEK293 GAL4-SRC2 luciferase reporter; 370,000 tested, 0.17% active; inhibition, % at 9 µM;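 active = inhibition above the mean inhibition of all tested compounds plus 3 SD, set per campaign, cut at about 52% in these data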;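 note: 0% = DMSO treated cells and 100% = cells given Gossypol at 36 µM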
NR5A2 inv ag: LRH-1 (NR5A2) inverse agonists, primary screen, cell-based, luminescence, HEK293T, StAR-luciferase reporter; Nuclear receptor subfamily 5 group A member 2 (Homo sapiens), O00482; LRH-1 transfected, 24 h; inhibition, % at 3.6 µM; 360,000 tested, 0.13% active; AID 602396, 2012;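 active = inhibition above the mean inhibition of all tested compounds plus 3 SD, cut at about 73% in these data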;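 note: 0% = DMSO wells and 100% = reporter-only cells lacking LRH-1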
Target sequence (O00482 whole entry, looked up): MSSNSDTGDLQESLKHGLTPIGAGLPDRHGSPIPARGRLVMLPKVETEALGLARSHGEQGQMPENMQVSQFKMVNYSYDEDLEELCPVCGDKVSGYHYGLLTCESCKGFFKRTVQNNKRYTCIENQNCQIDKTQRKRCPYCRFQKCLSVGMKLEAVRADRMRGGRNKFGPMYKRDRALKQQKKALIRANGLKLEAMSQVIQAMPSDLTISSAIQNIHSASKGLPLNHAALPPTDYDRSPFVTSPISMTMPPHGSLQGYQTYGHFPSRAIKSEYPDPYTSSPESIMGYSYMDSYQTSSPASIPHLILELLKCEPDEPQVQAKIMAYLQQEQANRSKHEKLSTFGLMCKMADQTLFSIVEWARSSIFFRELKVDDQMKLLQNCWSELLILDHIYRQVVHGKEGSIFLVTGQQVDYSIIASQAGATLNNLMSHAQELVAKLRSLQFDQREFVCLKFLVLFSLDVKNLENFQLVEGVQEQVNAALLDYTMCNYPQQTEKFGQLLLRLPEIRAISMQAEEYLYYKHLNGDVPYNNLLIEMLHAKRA
TROY NFkB inh: inhibitors of TROY-driven NF-kB signaling, primary screen, Q293 LMP1-TROYcd cells, NF-kB luciferase, uHTS; Q293 LMP1-TROYcd NF-kB luciferase reporter, 4 h; inhibition, % at 10 µM; 360,000 tested, 0.98% active; AID 1347056, 2019;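 active = compounds whose plate-normalised and pattern-corrected inhibition of the luciferase reporter signal at the single screening dose is 50% or more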
TRAIL sens C8: viability loss with TRAIL in NB7+C8 cells, primary screen, TRAIL sensitizer project, cell-based, ATPlite luminescence; 360,000 tested, 1% active; AID 624354, 2012; inhibition (viability loss, TRAIL sensitization), % at 10 µM;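 active = compounds causing at least 50% loss of cell viability in the single-dose screen, relative to plate controls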
Active calls of the source: *. An excerpt; rates above refer to the full screens.

What do the screens show for `COC(=O)c1ccccc1Oc1nc(Cl)cc(OC)n1`?
NOD2-RIPK2 inh: 3; NCOA3 inh: 16; TLR9-MyD88 inh: -1; NR2F2 inh: 9; EBV LMP1 NFkB: 1; Vif inh: -8; NCOA1 inh: -1; SRC2 inh: 27; NR5A2 inv ag: 7; TROY NFkB inh: 3; TRAIL sens C8: -17

Results for CCOC(=O)C1(Cc2cccc(OC)c2)CCN(Cc2cnc(N)nc2)CC1 ?
NOD2-RIPK2 inh: 1; NCOA3 inh: -3; NR2F2 inh: 13; EBV LMP1 NFkB: -7; Vif inh: -13; NCOA1 inh: 3; SRC2 inh: 1; NR5A2 inv ag: -5; TROY NFkB inh: 3; TRAIL sens C8: 34

What do the screens show for `CN1CCN(C(=O)C23CCC(C)(C(=O)C2Br)C3(C)C)CC1` (centres undefined)?
NOD2-RIPK2 inh: -6; NCOA3 inh: 0; TLR9-MyD88 inh: -4; NR2F2 inh: -4; EBV LMP1 NFkB: -2; Vif inh: -9; NCOA1 inh: -5; SRC2 inh: -18; NR5A2 inv ag: 2; TROY NFkB inh: -7; TRAIL sens C8: 7

Results for COc1ccc(/C=N/OCC(=O)N2CC3(C)CC2CC(C)(C)C3)cc1OC (centres undefined) ?
NOD2-RIPK2 inh: -8; NCOA3 inh: 8; TLR9-MyD88 inh: 1; NR2F2 inh: 9; EBV LMP1 NFkB: 4; Vif inh: -3; NCOA1 inh: -3; SRC2 inh: 0; NR5A2 inv ag: -9; TROY NFkB inh: 12; TRAIL sens C8: 13

What do the screens show for `c1ccc(CCOn2ccnc2)cc1`?
NOD2-RIPK2 inh: 6; NCOA3 inh: 9; TLR9-MyD88 inh: 3; NR2F2 inh: 1; EBV LMP1 NFkB: -1; NCOA1 inh: 0; SRC2 inh: -9; NR5A2 inv ag: -11; TROY NFkB inh: -17; TRAIL sens C8: 17

What do the screens show for `Cn1c(=O)c2cc(NC(=S)NCc3ccccc3F)ccc2n1Cc1ccc(F)cc1`?
NOD2-RIPK2 inh: 0; NCOA3 inh: 14; NR2F2 inh: 20; Vif inh: 28; NCOA1 inh: 8; SRC2 inh: 17; NR5A2 inv ag: 3; TROY NFkB inh: 26; TRAIL sens C8: 3

How did COc1ccc(CCNC(=S)Nc2cccc3ccccc23)cc1 do in these assays?
NOD2-RIPK2 inh: 6; NCOA3 inh: 24; TLR9-MyD88 inh: 3; NR2F2 inh: -1; EBV LMP1 NFkB: -7; Vif inh: 2; NCOA1 inh: 7; SRC2 inh: -16; NR5A2 inv ag: -3; TROY NFkB inh: 11; TRAIL sens C8: -5

What do the screens show for `COCCn1c(N)c(C(=O)c2cccc(S(=O)(=O)N3CCCCCC3)c2)c(=O)[nH]c1=O`?
NOD2-RIPK2 inh: 5; NCOA3 inh: -1; TLR9-MyD88 inh: -4; NR2F2 inh: 7; EBV LMP1 NFkB: 3; Vif inh: 0; NCOA1 inh: -1; SRC2 inh: -5; NR5A2 inv ag: -12; TROY NFkB inh: 4; TRAIL sens C8: 20

Results for CCCCn1nnnc1SCC(=O)NNC(=O)C1CCCCC1 ?
NOD2-RIPK2 inh: -2; NCOA3 inh: -17; TLR9-MyD88 inh: -1; NR2F2 inh: 18; EBV LMP1 NFkB: -6; Vif inh: 20; NCOA1 inh: 1; SRC2 inh: -19; NR5A2 inv ag: 12; TROY NFkB inh: 4; TRAIL sens C8: -6

How did CC(C)c1ccc(N(CC(=O)N2CCOCC2)S(C)(=O)=O)cc1 do in these assays?
NOD2-RIPK2 inh: 3; NCOA3 inh: -4; TLR9-MyD88 inh: -1; NR2F2 inh: -13; EBV LMP1 NFkB: 1; Vif inh: -10; NCOA1 inh: 1; SRC2 inh: -23; NR5A2 inv ag: 7; TROY NFkB inh: 18; TRAIL sens C8: -7

What do the screens show for `CN(CCOC(=O)c1ccc2c(c1)OCCO2)C(C)(C)C`?
NOD2-RIPK2 inh: 11; NCOA3 inh: 2; TLR9-MyD88 inh: 1; NR2F2 inh: 4; EBV LMP1 NFkB: -12; Vif inh: -7; NCOA1 inh: -8; SRC2 inh: -6; NR5A2 inv ag: 2; TROY NFkB inh: -14; TRAIL sens C8: -8

Results for CN(CC(=O)Nc1ccc(F)cc1)c1ccc(S(=O)(=O)N2CCCCC2)cc1[N+](=O)[O-] ?
NOD2-RIPK2 inh: -8; NCOA3 inh: 5; TLR9-MyD88 inh: 2; NR2F2 inh: 8; EBV LMP1 NFkB: -3; Vif inh: -10; NCOA1 inh: -74; SRC2 inh: 7; NR5A2 inv ag: 5; TROY NFkB inh: 4; TRAIL sens C8: 14

Results for CC(=O)Nc1ccc(C(=O)COC(=O)CCS(=O)(=O)c2ccccc2)cc1 ?
NOD2-RIPK2 inh: -9; NCOA3 inh: -2; TLR9-MyD88 inh: -2; NR2F2 inh: -8; EBV LMP1 NFkB: 1; Vif inh: -4; NCOA1 inh: 4; SRC2 inh: 25; NR5A2 inv ag: 5; TROY NFkB inh: 7; TRAIL sens C8: -5

Results for Cc1cc(C)c2cc(CN(Cc3cccs3)Cc3nnnn3CC3CCCO3)c(=O)[nH]c2c1 (centres undefined) ?
NOD2-RIPK2 inh: 7; NCOA3 inh: 3; TLR9-MyD88 inh: -4; NR2F2 inh: -20; EBV LMP1 NFkB: 13; Vif inh: -5; NCOA1 inh: 4; SRC2 inh: -30; NR5A2 inv ag: -8; TROY NFkB inh: 21; TRAIL sens C8: 15

Results for COc1ccccc1/C=C/C(=O)NCc1cccnc1 ?
NOD2-RIPK2 inh: -26; NCOA3 inh: 4; TLR9-MyD88 inh: -3; NR2F2 inh: -8; EBV LMP1 NFkB: -8; Vif inh: -4; NCOA1 inh: 8; SRC2 inh: 20; NR5A2 inv ag: 10; TROY NFkB inh: 13; TRAIL sens C8: -4

What do the screens show for `C(=N\n1cnnc1)/c1cccnc1`?
NOD2-RIPK2 inh: 3; NCOA3 inh: 7; TLR9-MyD88 inh: 3; NR2F2 inh: -7; EBV LMP1 NFkB: -10; NCOA1 inh: -3; SRC2 inh: -18; NR5A2 inv ag: -12; TROY NFkB inh: -12; TRAIL sens C8: -6

How did Cc1nn(-c2ccccc2)c2c1C(c1c(C)[nH]c(C#N)c1C)C(C#N)=C(N)O2 (centres undefined) do in these assays?
NOD2-RIPK2 inh: -9; NCOA3 inh: 4; TLR9-MyD88 inh: 2; NR2F2 inh: -23; EBV LMP1 NFkB: -10; Vif inh: 8; NCOA1 inh: -11; SRC2 inh: 14; NR5A2 inv ag: 6; TROY NFkB inh: -23; TRAIL sens C8: 4

Results for CC(=O)c1ccc(-c2ccc(C(=O)N(C)c3c(N)n(Cc4ccccc4)c(=O)[nH]c3=O)o2)cc1 ?
NOD2-RIPK2 inh: 9; NCOA3 inh: 6; TLR9-MyD88 inh: 0; NR2F2 inh: 3; EBV LMP1 NFkB: 4; Vif inh: -1; NCOA1 inh: -6; SRC2 inh: -20; NR5A2 inv ag: 18; TROY NFkB inh: 6; TRAIL sens C8: -4

Results for O=C(CS(=O)(=O)c1ccccc1)NCc1ccco1 ?
NOD2-RIPK2 inh: -10; NCOA3 inh: 5; TLR9-MyD88 inh: -6; NR2F2 inh: 2; EBV LMP1 NFkB: -3; Vif inh: -1; NCOA1 inh: -11; SRC2 inh: -6; NR5A2 inv ag: -1; TROY NFkB inh: 9; TRAIL sens C8: -3

What do the screens show for `CCc1ccc(Nc2nc(N)nc(CSc3nnnn3-c3ccccc3)n2)cc1`?
NOD2-RIPK2 inh: 5; NCOA3 inh: -19; TLR9-MyD88 inh: 7; NR2F2 inh: -2; EBV LMP1 NFkB: -13; NCOA1 inh: -10; SRC2 inh: -32; NR5A2 inv ag: 6; TROY NFkB inh: 4; TRAIL sens C8: 0

How did c1ccc(CSc2nnc(-c3cccs3)n2Cc2ccco2)cc1 do in these assays?
NOD2-RIPK2 inh: 7; NCOA3 inh: 9; TLR9-MyD88 inh: -12; NR2F2 inh: 5; EBV LMP1 NFkB: -4; Vif inh: 12; NCOA1 inh: -13; SRC2 inh: -23; NR5A2 inv ag: 13; TROY NFkB inh: -38; TRAIL sens C8: 10

What do the screens show for `O=c1[nH]c(C2CC2)nc2sc3c(c12)CCCC3`?
NOD2-RIPK2 inh: -5; NCOA3 inh: 0; TLR9-MyD88 inh: -3; NR2F2 inh: 4; EBV LMP1 NFkB: 1; Vif inh: 2; NCOA1 inh: -5; SRC2 inh: -5; NR5A2 inv ag: -34; TROY NFkB inh: 3; TRAIL sens C8: -1

How did O=S(=O)(Nn1cnnc1)c1ccc(F)cc1 do in these assays?
NOD2-RIPK2 inh: -10; NCOA3 inh: 19; NR2F2 inh: 8; EBV LMP1 NFkB: 1; Vif inh: -9; NCOA1 inh: 1; SRC2 inh: -21; NR5A2 inv ag: 9; TROY NFkB inh: 18; TRAIL sens C8: 1

What do the screens show for `O=C(OCc1ccccc1C(F)(F)F)c1ccc(Br)c(S(=O)(=O)N2CCOCC2)c1`?
NOD2-RIPK2 inh: 4; NCOA3 inh: 18; TLR9-MyD88 inh: -4; NR2F2 inh: 2; EBV LMP1 NFkB: -17; Vif inh: 0; NCOA1 inh: 10; SRC2 inh: 4; NR5A2 inv ag: -28; TROY NFkB inh: 7; TRAIL sens C8: 1

What do the screens show for `Cc1ccc(S(=O)(=O)N2CCN(c3ccc([N+](=O)[O-])c(NCCN4CCOCC4)c3)CC2)cc1`?
NOD2-RIPK2 inh: 1; NCOA3 inh: 6; TLR9-MyD88 inh: 0; NR2F2 inh: -1; EBV LMP1 NFkB: -14; Vif inh: -3; NCOA1 inh: 5; SRC2 inh: 14; NR5A2 inv ag: 19; TROY NFkB inh: -2; TRAIL sens C8: -3

How did COc1ccc(NC(=S)N2CCC(C(=O)c3ccc(C)cc3)CC2)c(OC)c1 do in these assays?
NOD2-RIPK2 inh: 0; NCOA3 inh: 4; TLR9-MyD88 inh: -3; NR2F2 inh: 7; EBV LMP1 NFkB: 6; Vif inh: 35; NCOA1 inh: -35; SRC2 inh: 17; NR5A2 inv ag: -4; TROY NFkB inh: -8; TRAIL sens C8: -11

What do the screens show for `CC12CC(c3ccccc3O1)C(C(=O)NCc1ccccc1)C(=O)N2` (centres undefined)?
NOD2-RIPK2 inh: -4; NCOA3 inh: 6; TLR9-MyD88 inh: 5; NR2F2 inh: 16; EBV LMP1 NFkB: -5; Vif inh: 2; NCOA1 inh: 10; SRC2 inh: 10; NR5A2 inv ag: -9; TROY NFkB inh: 3; TRAIL sens C8: -3
